Screening results (PubChem)
MEX-5 binding: C. elegans MEX-5 TCR-2 RNA binding activity; Q9XUB2; MEX-5/FITC-TCR2 RNA binding, fluorescence polarization; stronger effect = lower value; activity score (negative = inhibition of binding), % at 10 µM; actives 0.38% (n = 300,000); AID 1832;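 active = inhibition past about -25% in most replicates, and total fluorescence under double the plate's negative control median, limit read from the data; inconclusive = replicates evenly split on the limit, or fluorescence at least double controls; inactive = too little inhibition in most replicates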;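 note: 0% = DMSO and -100% = 5 µM competing unlabeled TCR2 RNA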
MCL1 BIM primary: MCL1-BIM-BH3 interaction inhibition (human); Q07820; GST-MCL1 / FITC-Bim-BH3 fluorescence polarization; inhibition, % at 10.9 µM; actives 0.68% (n = 320,000);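 active = inhibition above the mean inhibition of all tested compounds plus 3 SD, set per campaign, cut at about 40% in these data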;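 note: 0% = DMSO wells and 100% = unlabeled Bim-BH3 peptide control; higher means more loss of mP so more displacement of Bim peptide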
AGP1-GFP MLPCN: yeast TOR pathway AGP1-GFP modulation; S. cerevisiae AGP1-GFP multiplex flow cytometry, 3 h; GFP as percent of DMSO wells; GFP response vs DMSO, % at 10 µM; actives 0.02% (n = 320,000);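 active = GFP response relative to DMSO above a set limit, near screen average plus 3 SD, cut at about 150% in these data; inconclusive = fewer than 70 cells counted for the yeast strain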;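 note: median GFP channel fluorescence of the gated AGP1 strain per well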
GLD-1 TGE inh: GLD-1-TGE RNA interaction inhibition (C. elegans). purified GLD-1 + fluorescein TGE RNA, fluorescence polarization. inhibition, % at 5.96 µM. actives 0.44% (n = 320,000);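 active = percent inhibition above a per-plate cutoff, the plate mean of test compounds plus 3 SD, cut at about 30% in these data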;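 note: 0% = DMSO wells with GLD-1 and probe and 100% = wells lacking GLD-1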
VLA-4 inh: inhibition in a human VLA-4 binding assay; P13612; VLA-4 expressing cells, ligand binding flow cytometry; inhibition, % (about 7 µM as worked out from the volumes in the protocol); actives 0.2% (n = 330,000); AID 2557; in the data active = inhibition above about 50%
CIT2-GFP yeast: alters CIT2-GFP fluorescence in TOR pathway yeast screen. S. cerevisiae CIT2-GFP strain, flow cytometry, 3 h; 100 means same as DMSO wells. GFP response vs DMSO, % at 10 µM. actives 0.065% (n = 320,000). AID 2029;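 active = GFP response relative to DMSO above a set limit, near the screen mean plus 3 SD, cut at about 150% in these data; inconclusive = Fewer than 70 cells measured for a yeast strain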;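 note: ratio of well median GFP fluorescence to mean of DMSO wells on the plate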
GRK2 aptamer HTS: inhibitors of human GRK2 displacing RNA aptamer; AID 488847; P25098; inhibition of aptamer binding, % at 10 µM; actives 0.59% (n = 330,000); bead flow cytometry, FAM-aptamer displacement from GRK2;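 active = inhibition of aptamer binding above 40%, roughly 3 SD of noise, on plates passing a quality check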;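 note: median bead fluorescence of bound FAM aptamer so fluorescent compounds give negative values; no value below 0 was filed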
Target sequence (P25098 whole entry, looked up): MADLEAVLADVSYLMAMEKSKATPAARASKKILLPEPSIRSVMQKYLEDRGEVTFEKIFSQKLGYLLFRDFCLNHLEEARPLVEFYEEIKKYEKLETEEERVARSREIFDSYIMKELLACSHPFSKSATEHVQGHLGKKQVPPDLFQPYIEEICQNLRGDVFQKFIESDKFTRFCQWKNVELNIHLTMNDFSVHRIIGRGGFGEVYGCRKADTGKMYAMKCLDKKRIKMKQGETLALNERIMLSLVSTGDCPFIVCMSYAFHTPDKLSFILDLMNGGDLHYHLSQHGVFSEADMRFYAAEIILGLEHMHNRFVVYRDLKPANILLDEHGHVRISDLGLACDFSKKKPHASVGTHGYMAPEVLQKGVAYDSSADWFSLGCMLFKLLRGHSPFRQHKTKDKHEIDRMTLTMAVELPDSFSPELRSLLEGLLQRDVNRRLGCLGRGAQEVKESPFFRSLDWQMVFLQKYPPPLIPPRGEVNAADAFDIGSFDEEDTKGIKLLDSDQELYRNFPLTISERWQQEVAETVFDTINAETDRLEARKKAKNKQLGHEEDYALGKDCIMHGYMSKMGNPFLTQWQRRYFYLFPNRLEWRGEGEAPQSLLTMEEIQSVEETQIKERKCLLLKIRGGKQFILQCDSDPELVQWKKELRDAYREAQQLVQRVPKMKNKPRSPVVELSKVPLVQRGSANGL
Fam108B counter: blocks mouse Fam108B hydrolase in RBBP9 counter-screen; inhibition, % at 9.51 µM; actives 0.33% (n = 300,000); recombinant Fam108B, FP-Rh probe fluorescence polarization;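 active = inhibition above the screen mean inhibition plus 3 SD, computed separately per campaign, cut at about 18% in these data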;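 note: inhibitors lower polarization as less probe binds the enzyme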
Bcl-xL primary: blocks human Bcl-xL binding to Bim BH3 peptide | GST-Bcl-xL / FITC-Bim BH3 peptide fluorescence polarization | inhibition, % at 10.9 µM | actives 0.7% (n = 320,000) | AID 2129;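 active = inhibition above the mean of all tested compounds plus 3 SD, cutoff set per campaign, cut at about 30% in these data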;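 note: 0% = DMSO wells and 100% = unlabeled Bim-BH3 peptide competitor; inhibitors lower millipolarization by displacing the labeled peptide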
Target sequence (Q07817 whole entry, looked up): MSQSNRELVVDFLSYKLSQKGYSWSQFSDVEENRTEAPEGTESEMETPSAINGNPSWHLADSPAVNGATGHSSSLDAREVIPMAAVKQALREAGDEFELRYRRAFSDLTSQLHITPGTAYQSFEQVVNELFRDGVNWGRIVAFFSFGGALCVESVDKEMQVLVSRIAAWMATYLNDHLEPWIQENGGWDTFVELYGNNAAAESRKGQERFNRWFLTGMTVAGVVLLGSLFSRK
Starred values were filed as active, the others as inactive; u = inconclusive; x = not tested or not shown.

SMILES | MEX-5 binding | MCL1 BIM primary | AGP1-GFP MLPCN | GLD-1 TGE inh | VLA-4 inh | CIT2-GFP yeast | GRK2 aptamer HTS | Fam108B counter | Bcl-xL primary
COc1cccc(NC(=O)C(C)(C)C)c1 | x | -4 | 80 | 5 | 3 | 69 | 0 | 0 | -2
COc1ccc(C(C(=O)NC2CCCCC2)N(Cc2cccnc2)C(=O)c2snc(C(N)=O)c2N)cc1 (centres undefined) | -0.8 | -5 | 95 | 9 | 16 | 99 | 1 | -1 | 1
COc1ccc(C)cc1S(=O)(=O)N1CCCC(N2CCOCC2)C1 (centres undefined) | 1.5 | x | 89 | x | 4 | 104 | 0 | x | x
CC1CC(CC(C)C(=O)Nc2nncs2)C(=O)O1 (centres undefined) | 2.8 | 1 | 86 | 5 | 4 | 84 | 0 | -3 | -1
O=S1(=O)N=C(N(CCO)/N=C/c2ccncc2)c2ccccc21 | -2.9 | -3 | 103 | 7 | 14 | 108 | 0 | 1 | 11
Cc1ccc(C(=O)NS(=O)(=O)c2ccccc2)cc1 | -0.8 | 1 | 92 | -7 | 8 | 93 | 0 | 6 | 5
O=[N+]([O-])c1cnn(-c2nc(-c3ccccc3)cc(C(F)(F)F)n2)c1 | 2.6 | 1 | 90 | 4 | 8 | 100 | 0 | -1 | 9
C=CCN(CC=C)C(=O)c1c(OC)cccc1OC | -1.0 | 3 | 93 | 2 | -1 | 99 | 0 | -4 | 5
Cc1nnc(SCC(=O)N2CCc3ccccc3C2)n1-c1ccccc1 | 1.7 | 5 | 108 | 6 | 13 | 107 | 2 | -5 | 2
Cc1ccnc(NS(=O)(=O)c2ccc(NC(=O)Cc3ccc(F)cc3)cc2)n1 | 1.7 | 0 | 104 | 6 | 7 | 104 | 1 | 0 | 10
Cc1cc(C)c2nc(Cl)c(C3NC(=O)c4ccccc4N3)cc2c1 (centres undefined) | -0.4 | -3 | 103 | 2 | 12 | 101 | 2 | -4 | 4
O=C(C1CC1)N1CCc2cc(Br)cc(S(=O)(=O)NCc3ccc4c(c3)OCO4)c21 | 4.3 | 7 | 97 | 6 | 0 | 99 | 0 | -5 | 11
Cc1ccc2[nH]c(=O)c(CN(Cc3ccco3)C(=O)c3ccncc3)cc2c1 | -1.1 | 8 | 102 | 3 | 0 | 86 | 0 | 0 | 7
Cc1csc(NC(=O)CSCc2c(C)noc2C)n1 | 0.4 | 7 | 114 | 1 | 2 | 107 | 0 | 3 | 3
CCCCCCN1CC(O)=C(c2nc3ccccc3[nH]2)C1=N | 0.3 | 10 | 104 | 7 | -11 | 106 | 0 | 1 | 5
CC(C)OCCCn1c(NN)nc2ccccc2c1=O | -5.0 | -1 | 95 | 0 | 7 | 93 | 0 | 0 | -2
CC(c1ccco1)N(C(=O)c1ccccc1NS(=O)(=O)c1cc([N+](=O)[O-])ccc1Cl)c1ccccn1 (centres undefined) | -0.7 | -3 | 99 | 4 | -6 | 95 | 4 | 3 | 1
CCCCc1nn2c(N)c(/C=C3\C=Nc4ccccc43)c(=O)nc2s1 | -6.6 | -6 | 98 | -4 | 10 | 100 | 0 | -2 | 2
OCC1(Cc2ccccc2)CCN(Cc2ccc(-c3ccco3)cc2)CC1 | -0.9 | 1 | 95 | -5 | 10 | 76 | 0 | 0 | 1
CC(C)(C)C(=O)OCCn1c(=O)c2cc3c(=O)n(CCOC(=O)C(C)(C)C)c(=O)c3cc2c1=O | 0.7 | -3 | 89 | 2 | 15 | 94 | 0 | -3 | 1
COc1cc(OC)c(NC(=S)NCc2ccc(F)cc2)cc1Cl | -3.9 | 8 | 100 | 1 | 1 | 95 | 1 | 1 | 10
O=C(NC(=S)N1CCN(c2ccc([N+](=O)[O-])cc2)CC1)c1ccccc1F | 0.6 | 6 | 109 | 3 | 12 | 108 | 1 | -5 | 1
Cc1occc1C(=O)N1CCCC(Nc2ccc(C(C)C)cc2)C1 (centres undefined) | -0.4 | 8 | 103 | -1 | -20 | 109 | 7 | 2 | 4
CC(C)(C)c1ccc(NC(=O)Nc2ccc(F)cc2)cc1 | 0.3 | -2 | x | 7 | 18 | 91 | 2 | 4 | 1
O=C(CSc1nc2ccccc2c(=O)n1-c1ccccc1F)N1CCOCC1 | x | x | 101 | -2 | 10 | 111 | 0 | x | x
O=C(OCc1c(-c2ccccc2)ncc2ccccc12)c1ccc(C(F)(F)F)cc1 | x | x | 98 | 3 | -6 | 89 | 0 | x | x
Cc1ccc(-c2nc(CS(=O)(=O)CC(=O)N3CCN(C)CC3)c(C)o2)cc1 | -3.5 | -4 | 102 | -2 | 4 | 105 | 1 | 3 | 0
COc1cc(OC)c(OC)cc1CN1CCCC(C(=O)c2ccccc2SC)C1 (centres undefined) | 1.1 | 2 | 98 | 1 | 10 | 91 | 1 | -3 | 4
CC(=O)c1cccc(NC(=O)C2CCCCC2)c1 | -2.2 | 2 | 107 | 2 | 4 | 103 | 0 | 0 | -2
Cc1ccc2nc(NC(=O)COC(=O)CSc3nc(C)cc(C)n3)sc2c1 | -5.4 | 10 | 111 | 2 | 3 | 98 | 0 | 0 | 4
CN(C)/C(=N\S(=O)(=O)c1ccc(F)cc1)c1ccccc1 | 2.1 | 14 | 96 | 7 | 6 | 101 | 1 | 5 | 13
Cn1c(C(=O)NCCN2CCOCC2)cc2c(=O)n3ccccc3nc21 | 0.5 | 4 | u | -1 | 18 | u | 1 | -3 | -1
COc1ccc(C=O)cc1CN1CCCN(Cc2ccccc2F)S1(=O)=O | 4.5 | -1 | 110 | -1 | 8 | 109 | 3 | 0 | -1
C[C@H](NC(=O)c1nc[nH]c1C(=O)N1CCN(c2ccccc2)CC1)C(=O)OC(C)(C)C | 2.3 | 16 | 90 | -5 | 8 | 104 | 0 | 7 | 8
c1csc(Cc2nn3c(-c4ccncc4)nnc3s2)c1 | 1.5 | 6 | 109 | -1 | 3 | 113 | 13 | 1 | 4
O=C(O)c1ccc(/C=N/NC(=S)NCCN2CCOCC2)cc1 | 1.8 | -3 | 107 | 0 | -5 | 101 | 0 | -14 | 0
O=C(COC(=O)c1cccnc1Cl)NC1CCCc2ccccc21 (centres undefined) | x | x | 88 | -3 | -1 | 88 | 0 | x | x
O=C(Nc1ccc(N2CCN(C(=O)c3ccccc3)CC2)c(Cl)c1)c1ccco1 | 2.8 | -1 | 96 | 1 | 8 | 98 | 3 | 4 | 5
O=C(O)c1cn(CCOc2ccccc2Cl)c2ccccc12 | -3.0 | 6 | 97 | 4 | -7 | 89 | 1 | -1 | 0
COc1ccc(-c2cn[nH]c2-c2ccc(OCC(=O)NN)cc2O)cc1 | -11 | x | 101 | x | 0 | 99 | 0 | x | x
O=[N+]([O-])c1cc(-c2nnc(C34CC5CC(CC(C5)C3)C4)o2)cc([N+](=O)[O-])c1 | -1.4 | -2 | 101 | 5 | -7 | x | 5 | -1 | -1
O=C(CCS(=O)(=O)c1cc2c(cc1Cl)NC(=O)CO2)NCCc1ccccc1 | 0.4 | 4 | 73 | 6 | 10 | 103 | 0 | 2 | 4
Oc1ccc(N=Nc2ccc(Br)cc2)c(O)c1 | -1.4 | -4 | 85 | 4 | 3 | 103 | 2 | 5 | -2
CCC/C(O)=C1\C(=O)CC(C)(C)CC1=NCCO | 1.6 | 9 | 95 | 3 | 13 | 104 | 0 | 0 | 8
O=c1c2sc3nc(N4CCOCC4)c4c(c3c2ncn1CCc1ccccc1)CCCC4 | -3.0 | 3 | 90 | 0 | -4 | 101 | 0 | -5 | 6
O=C(CSc1nnc(Cc2ccccc2)o1)Nc1cccc(F)c1 | -0.2 | 2 | 99 | -1 | -1 | 99 | 4 | -2 | 2
COc1ccc(C(=O)N/N=C/C2CC=CCC2)cc1OC (centres undefined) | 0.3 | 6 | 98 | 5 | 4 | 91 | 2 | 0 | 8
CCn1c(NCCc2ccc(OC)c(OC)c2)nc2c1c(=O)n(C)c(=O)n2C | 0.6 | 6 | 95 | 0 | -14 | 103 | 0 | 3 | 2
COC(=O)c1ccc(C(=O)OC)c(NC(=O)COc2ccccc2OC)c1 | -1.7 | 10 | 98 | 4 | 6 | 101 | 1 | -1 | 4
CCc1cccc(C)c1NC(=S)NCc1ccccc1 | -3.0 | 3 | 98 | -4 | 16 | 98 | 0 | 3 | 4
OCCn1c(-c2ccc(F)cc2)csc1=Nc1ccccc1 | 0.4 | 8 | 97 | 0 | 8 | 99 | 0 | -4 | 5
Cn1c(-c2ccc(F)cc2)cnc1SCC(=O)NCc1ccco1 | 2.2 | 3 | 107 | 1 | 8 | 102 | 3 | 2 | 0
Cc1cccc(Sc2nc(-c3ccccc3)ncc2C(=O)O)c1 | 0.3 | 5 | 106 | -11 | 1 | 117 | 1 | 4 | 8
CC(C)C(=O)NC(=S)Nc1ccc(CN2CCOCC2)cc1 | -0.4 | 10 | 104 | 2 | 0 | 100 | 3 | 0 | 3
O=C(CSc1nnc(NC(=O)C2CCCCC2)s1)NCc1ccco1 | -0.2 | 0 | 94 | 2 | -10 | 93 | 1 | 2 | 7
O=C(CNC(=S)N(Cc1ccccc1)Cc1cccnc1)NC1CCCC1 | 1.9 | -2 | 86 | -5 | 3 | 89 | 0 | -1 | 2
Cc1ccsc1/C=C(\C#N)C(=O)NCc1ccco1 | 0.0 | 3 | 91 | 2 | 12 | 86 | 1 | -5 | 4
O=C(CCNS(=O)(=O)c1ccccc1C(F)(F)F)NCC(c1ccco1)N1CCCCC1 (centres undefined) | 2.3 | 2 | 106 | -2 | 2 | 108 | 4 | 3 | 6
O=C(Nc1ccc(Cl)cc1)c1ccsn1 | 0.9 | 2 | 114 | -3 | -11 | 110 | 3 | -6 | 7
CCCCN(C(=O)Oc1ccccc1)C1CCS(=O)(=O)C1 (centres undefined) | 1.3 | 4 | 105 | 6 | -8 | 102 | 0 | -4 | -1

Two records drawn at random from the list so far, as already listed:
SMILES | MEX-5 binding | MCL1 BIM primary | AGP1-GFP MLPCN | GLD-1 TGE inh | VLA-4 inh | CIT2-GFP yeast | GRK2 aptamer HTS | Fam108B counter | Bcl-xL primary
Cn1c(C(=O)NCCN2CCOCC2)cc2c(=O)n3ccccc3nc21 | 0.5 | 4 | u | -1 | 18 | u | 1 | -3 | -1
O=C(Nc1ccc(Cl)cc1)c1ccsn1 | 0.9 | 2 | 114 | -3 | -11 | 110 | 3 | -6 | 7

(continued)
SMILES | MEX-5 binding | MCL1 BIM primary | AGP1-GFP MLPCN | GLD-1 TGE inh | VLA-4 inh | CIT2-GFP yeast | GRK2 aptamer HTS | Fam108B counter | Bcl-xL primary
Cn1c(=O)n(Cc2ccccc2)c(=O)c2c1nc1n2CCCN1Cc1ccccc1 | 0.8 | -7 | 101 | -9 | 15 | 94 | 0 | 3 | -2
COc1ccc(-n2nc3c(N4CCC(C(=O)NCC(C)c5ccccc5)CC4)nnc(C)c3c2C)cc1 (centres undefined) | -2.2 | 5 | 101 | -9 | -2 | 99 | 0 | 2 | 8
COc1ccccc1CNC(=O)COC(=O)c1ccc([N+](=O)[O-])o1 | x | 0 | 99 | 6 | -6 | 103 | 0 | x | 0
CN(CCc1ccccc1)Cc1nc(-c2cnccn2)no1 | -2.9 | 2 | 95 | -10 | 3 | 100 | 1 | 1 | 4
CC1CCCN(C(=O)C2CCCN(S(=O)(=O)c3cccc4nsnc34)C2)C1 (centres undefined) | 0.7 | 5 | 101 | 3 | -5 | 107 | 4 | -2 | 5
O=C(CCN1CCN(c2ccccc2)CC1)N/N=C/c1ccc([N+](=O)[O-])o1 | 0.1 | 16 | 87 | 2 | -7 | 101 | 5 | 4 | 12

Rows were taken by chance (roughly 2.2% active in at least one column).
